# Screening data (PubChem)
# CIT2-GFP yeast – modulators of CIT2-GFP expression in yeast, primary screen, S. cerevisiae, GFP fusion, multiplex flow cytometry, MLPCN library. S. cerevisiae CIT2-GFP strain, 3 h; 100 means same as DMSO wells. GFP response vs DMSO, % at 10 µM. 0.065% of 320,000 active. AID 2029, 2009;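 active means GFP response relative to DMSO above a set limit, near the screen mean plus 3 SD, cut at about 150% in these data; inconclusive means Fewer than 70 cells measured for a yeast strain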;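 further: ratio of well median GFP fluorescence to mean of DMSO wells on the plate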
# Efflux pump inh – inhibitors of Candida efflux pumps in yeast, primary screen, S. cerevisiae, Nile Red, multiplex; S. cerevisiae Candida pump triplex; inhibition, % at 10 µM; AID 485275, 2010; 0.44% of 330,000 active;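 active means plate passing quality check with inhibition over a set limit, or well fluorescence over plate mean plus 4 SD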;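 further: Nile Red retained in pooled yeast measured as flow cytometry median fluorescence; 0% = buffer negative control and 100% = Enniatin B positive control; higher means more Nile Red kept so more efflux inhibition; some compounds called inactive have numbers as strong as hits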
# Yeast superoxide – reduction of superoxide in aged yeast, primary screen, HTS; S. cerevisiae aged cells, superoxide DHE fluorescence; hits give low values; superoxide response (% of plate mean), % at 10 µM; 0.18% of 330,000 active; AID 2690, 2010;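 active means superoxide response under a set limit, about three screen SD below normal, cut at about 65% in these data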;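 further: yeast aged for seven days with compound at 30 °C before DHE staining; 100% = average MFI of all compound-treated wells on the plate with controls excluded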
# MEP2-GFP yeast – modulators of MEP2-GFP levels in yeast, primary screen, S. cerevisiae, multiplex flow cytometry, MLPCN library; S. cerevisiae MEP2-GFP strain, 3 h; 100% = DMSO control level; GFP response vs DMSO, % at 10 µM; 0.51% of 330,000 active; AID 2016, 2009;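 active means GFP response versus DMSO above a set limit, roughly screen mean plus 3 SD, cut at about 180% in these data; inconclusive means fewer than 70 cells counted for a yeast strain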;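 further: median GFP fluorescence of the barcode-gated MEP2-GFP cells per well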
# RPL19A TOR yeast – RPL19A-GFP expression modulators in yeast, primary screen, cell-based, S. cerevisiae, multiplex flow cytometry, MLPCN. S. cerevisiae RPL19A-GFP strain, 3 h; hits give low values. percent response vs DMSO, % at 10 µM. 0.3% of 330,000 active. AID 2025, 2009;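 active means percent response vs DMSO below 50%; inconclusive means fewer than 70 events counted for the yeast strain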;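 further: median channel GFP fluorescence of the barcoded RPL19A-GFP strain; ratio of sample median GFP to plate DMSO average so 100% = DMSO; lower means less RPL19A-GFP as with rapamycin TOR inhibition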
# AGP1-GFP MLPCN – modulators of AGP1-GFP expression in yeast TOR pathway, primary screen, cell-based, multiplex flow cytometry, S. cerevisiae, MLPCN library. 3 h; GFP as percent of DMSO wells. GFP response vs DMSO, % at 10 µM. 0.02% of 320,000 active. AID 2066, 2009;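 active means GFP response relative to DMSO above a set limit, near screen average plus 3 SD, cut at about 150% in these data; inconclusive means fewer than 70 cells counted for the yeast strain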;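 further: median GFP channel fluorescence of the gated AGP1 strain per well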
# LAP4-GFP MLPCN – modulators of LAP4-GFP expression in yeast, primary screen, S. cerevisiae, multiplex flow cytometry, MLPCN library; 3 h; median GFP as percent of DMSO wells; GFP response vs DMSO, % at 10 µM; 0.34% of 320,000 active; AID 2023, 2009;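 active means GFP response vs DMSO above a set limit, about the screen mean plus 3 SD, cut at about 150% in these data; inconclusive means under 70 cell events counted for the yeast strain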
# AHR activator – AHR activators, primary screen, cell-based, luminescence, luciferase reporter, human; AHR-responsive luciferase reporter cells; activation, % at 5 µM; Aryl hydrocarbon receptor (Homo sapiens), P35869; 2.5% of 320,000 active; in the data active means activation above about 47%;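 further: 0% = vehicle wells and 100% = reference agonist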
# Target sequence (P35869 whole entry, looked up): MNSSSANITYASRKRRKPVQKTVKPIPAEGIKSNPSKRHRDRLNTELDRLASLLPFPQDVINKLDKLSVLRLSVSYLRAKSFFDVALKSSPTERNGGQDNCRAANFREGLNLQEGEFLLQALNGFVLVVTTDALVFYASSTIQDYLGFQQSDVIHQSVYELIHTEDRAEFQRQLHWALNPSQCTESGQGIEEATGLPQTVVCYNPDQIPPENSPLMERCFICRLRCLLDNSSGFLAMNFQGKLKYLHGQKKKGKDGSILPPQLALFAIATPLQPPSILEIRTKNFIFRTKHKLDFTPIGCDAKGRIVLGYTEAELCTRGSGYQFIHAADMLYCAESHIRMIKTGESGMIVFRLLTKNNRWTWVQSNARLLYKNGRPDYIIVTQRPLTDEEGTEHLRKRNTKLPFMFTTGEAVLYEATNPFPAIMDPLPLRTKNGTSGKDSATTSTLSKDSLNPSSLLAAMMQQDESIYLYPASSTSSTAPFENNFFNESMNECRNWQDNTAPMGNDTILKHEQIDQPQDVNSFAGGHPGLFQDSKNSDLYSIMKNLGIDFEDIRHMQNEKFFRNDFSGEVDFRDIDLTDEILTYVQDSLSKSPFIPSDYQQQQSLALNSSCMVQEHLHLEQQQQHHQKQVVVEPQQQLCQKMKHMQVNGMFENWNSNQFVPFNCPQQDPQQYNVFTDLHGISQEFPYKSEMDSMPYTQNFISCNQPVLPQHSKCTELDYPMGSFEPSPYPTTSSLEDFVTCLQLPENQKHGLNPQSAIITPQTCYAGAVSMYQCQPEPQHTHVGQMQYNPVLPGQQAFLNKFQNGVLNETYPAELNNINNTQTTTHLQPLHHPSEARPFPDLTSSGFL
# * = called active by the depositor; u = inconclusive; x = no result given; [ ] = dose if it differs, or a comment.
SMILES,CIT2-GFP yeast,Efflux pump inh,Yeast superoxide,MEP2-GFP yeast,RPL19A TOR yeast,AGP1-GFP MLPCN,LAP4-GFP MLPCN,AHR activator
CN(Cc1ccon1)Cc1cn(Cc2ccccc2)nc1-c1ccc2c(c1)OCO2,104,0.1,110,101,101,101,93,20
CCCCCOc1ccc(C(=O)OC(C)C(=O)NCc2ccco2)cc1 (stereo not drawn),104,0.1,115,107,112,109,116,0
COc1ccc(O)c(-c2cc(C(F)(F)C(F)F)nc(-c3ccccc3)n2)c1,100,-0.1,95,100,94,95,98,1
O=C(CC1C(=O)NCCN1C(=O)Nc1ccc(F)cc1F)Nc1ccc(F)cc1 (stereo not drawn),90,0.2,104,98,90,93,97,-2
NC1=NC(=O)/C(=C/c2ccc(Br)cc2)S1,96,0.0,100,108,106,97,100,8
O=C(NCc1ccccc1)c1ccc(Cn2cc(C(F)(F)F)ccc2=O)cc1,101,-0.1,94,105,98,104,101,-3
CN(C)CCCC1(O)c2ccccc2CCc2ccccc21,101,0.1,128,98,98,101,95,-2
CN(Cc1ccco1)C(=O)C1CCC(=O)N1Cc1ccc(F)cc1 (stereo not drawn),109,-0.1,110,105,102,105,102,4
COc1ccc(-c2nc3c(s2)CN(S(C)(=O)=O)CC3)cc1OC,91,-0.1,97,100,100,94,91,x
CCn1c(CNc2ccc(OC)cc2)nnc1SCC(=O)c1ccc(OC)cc1,94,-0.1,90,96,96,101,100,7
COc1ccc(OCc2nc3ccc(S(=O)(=O)Nc4ccccc4Cl)cc3[nH]2)cc1,u,0.2,97,181*[may fluoresce violet],27*[may fluoresce violet],u,72[may fluoresce violet],2
C/C(=N\NC(=O)c1ccncc1)c1cc2ccccc2oc1=O,96,0.3,95,100,97,94,93,4
Cc1cc(CN(C)C(=O)c2ccc(OC3CCN(S(=O)(=O)N(C)C)CC3)cc2)n[nH]1,106,-0.1,110,104,105,109,96,0
CCOc1ccc(NC(=S)N2CCC(N(C)CC3CCCO3)CC2)cc1 (stereo not drawn),101,0.1,83,107,105,101,99,-1
CC(C)C[C@@H]1CN=C(N)N1C[C@@H]1CCCN1C[C@@H](C(C)C)N1C[C@@H](Cc2ccccc2)N(CCc2ccc(Cl)c(Cl)c2)C1=N,95,-0.5,93,94,97,102,101,0

# Reprinted from the part before: 2 compounds; new compounds follow.
SMILES,CIT2-GFP yeast,Efflux pump inh,Yeast superoxide,MEP2-GFP yeast,RPL19A TOR yeast,AGP1-GFP MLPCN,LAP4-GFP MLPCN,AHR activator
CCOc1ccc(NC(=S)N2CCC(N(C)CC3CCCO3)CC2)cc1 (stereo not drawn),101,0.1,83,107,105,101,99,-1
CC(C)C[C@@H]1CN=C(N)N1C[C@@H]1CCCN1C[C@@H](C(C)C)N1C[C@@H](Cc2ccccc2)N(CCc2ccc(Cl)c(Cl)c2)C1=N,95,-0.5,93,94,97,102,101,0
Cc1cc(S(=O)(=O)N2CCN(c3ccccn3)CC2)ccc1F,103,0.0,94,104,99,99,89,x
CCN(CC)S(=O)(=O)c1cccc(NC(=O)c2ccc(-n3nc(C)cc3C)cc2)c1,101,0.2,103,103,101,104,94,0
COc1ccc(N2C(=O)CC(NC34CC5CC(CC(C5)C3)C4)C2=O)c(OC)c1 (stereo not drawn),99,0.0,103,96,95,95,95,0
COc1cc(/C=C2\SC(=O)N(CCNC(=O)c3sc4cc(F)ccc4c3Cl)C2=O)cc(OC)c1OC,103,-0.1,106,100,101,104,92,4
C=CCN1C(=O)/C(=C2/Sc3ccc(OC)cc3N2C)SC1=NCc1ccccc1,105,0.2,78,108,103,89,98,4
Cc1nonc1C(=O)N/N=C/c1ccc(O)cc1,108,0.2,109,94,102,98,85,22
N#Cc1nc(-c2ccc(Cl)cc2)oc1NCCc1ccccn1,102,0.0,83,102,100,101,103,2
COc1ccc(OC)c(/C=N/NC(=O)c2nnn(-c3nonc3N)c2-c2cccs2)c1,102,0.1,97,99,106,102,105,6
Cc1cc(C)nc(NC(=O)/C=C/c2cccs2)c1,99,-0.1,91,95,99,103,101,0
C=CCOc1c(CNc2ncn[nH]2)cccc1OC,95,0.1,101,98,100,99,102,0
Cn1c(=O)cc(SCC(=O)NCc2ccc(F)cc2)c2ccccc21,92,0.1,96,99,93,95,99,-3
COc1ccccc1N(CC(=O)NC1CCCCC1)C(=O)CCC(=O)Nc1ccccn1,110,-0.1,104,108,106,114,104,4
O=C(NC1CC1)c1sc2ccccc2c1Cl,95[may fluoresce red],-0.2,100,92[may fluoresce red],u,79[may fluoresce red],62[may fluoresce red],-3
O=C(NC1CCCC1)C(c1ccccn1)N(C(=O)c1csnn1)c1ccccc1Cl (stereo not drawn),99,0.2,109,103,102,104,106,1
CNC(=O)CCSSCCC(=O)NC,89,0.2,107,100,98,99,94,2
COc1ccc(CNC(=O)[C@H](CCSC)NC(=O)N2CCn3c2nc2ccccc23)cc1,104,-0.3,109,104,103,102,95,4
CCN(CC)C1=N/C(=C\c2ccc(OC)cc2)C(=O)N1c1ccccc1,94,-1.0,97,102,104,104,111,1
O=C(CC1C(=O)N(Cc2ccccc2)C(=S)N1CCN1CCOCC1)Nc1ccc(F)cc1 (stereo not drawn),92,0.0,97,96,97,99,98,0
COC(=O)CN1C(=O)NC2(CCCc3ccccc32)C1=O (stereo not drawn),103,0.1,94,109,105,92,100,0
CC1C(=O)NN=C1C(=O)N/N=C/c1ccco1 (stereo not drawn),83,0.2,98,90,89,87,75,4
N/C(Cc1cccs1)=N\OC(=O)COc1ccc(Br)cc1Cl,82,0.1,92,94,94,79,99,27
CC(C)=C1SC(N2CCN(c3cccc(C)c3)CC2)=NC1=O,88,0.0,104,99,95,98,118,-4
COc1cc(/C=C/C(=O)O)cc(S(=O)(=O)Nc2cc(C(F)(F)F)ccc2N2CCOCC2)c1OC,97,-0.5,101,101,96,99,104,0
CC(C)N1C(=O)c2ccc(C(=O)O)cc2C1=O,99,0.1,137,97,100,100,97,-4
COc1ccc(CCNS(=O)(=O)c2cn(C)cn2)cc1OC,108,-0.1,115,102,102,106,109,1
CCc1cc2c(NC(C(=O)O)C(C)C)ncnc2s1 (stereo not drawn),109,-0.1,97,102,104,104,104,2
N#CCC(CNc1ncc(C(F)(F)F)cc1Cl)OC(=O)c1ccc(Cl)cc1 (stereo not drawn),103,-0.1,102,119,107,116,121,2
O=C(c1ccccc1)N1CCN(c2ccc([N+](=O)[O-])c(NCc3ccco3)c2)CC1,92,0.1,90,102,98,99,103,17
O=C1CC(N2CCN(c3ccccc3F)CC2)C(=O)N1c1ccc(F)cc1 (stereo not drawn),88,0.0,97,92,89,91,93,0
Cc1c(C(=O)O)oc2ccc(S(=O)(=O)NCc3ccc(F)cc3)cc12,108,-0.7,75,98,100,101,101,2
S=c1[nH]nc(CCSCc2ccccc2)n1-c1ccccc1,91,0.2,109,98,97,102,101,0
COc1cccc2cc(C(=O)NCCC3=CCCCC3)c(=O)oc12,104,0.5,139,108,106,104,98,4
CN(C)S(=O)(=O)c1ccc(C(=O)NCC2CC2(Cl)Cl)cc1 (stereo not drawn),96,0.1,102,116,101,24,99,-1
O=C(COc1ccc2ccccc2c1)N1CCN(C(=O)c2ccco2)CC1,103,0.1,85,102,109,106,97,6
CCOc1cc(C2C(C(=O)OC(C)C)=C(C)NC3=C2C(=O)CCC3)cc([N+](=O)[O-])c1O (stereo not drawn),113,-0.2,104,101,100,106,90,1
N#CCCn1cc(/C=N/O)c(-c2ccccc2)n1,103,0.0,104,106,98,103,103,1
O=C(Nc1ccc(F)cc1)c1cc(-c2ccncc2)nc2c(Cl)cccc12,92,0.1,102,99,96,91,91,69*
CCN(CC)CCNC(=O)Cn1cnc2sc(C)c(S(=O)(=O)N3CCC(C)CC3)c2c1=O,103,-0.2,93,113,104,98,101,-4
CN(C(=O)c1c(Cl)cnn1C)C12CC3CC(CC(C3)C1)C2,92,0.0,113,116,103,104,106,-4
COc1ccc(F)cc1C(=O)C1CCCN(C(=O)C2=C(C)OCCO2)C1 (stereo not drawn),113,0.0,83,119,124,123,120,2
O=C(NCCCN=C1NS(=O)(=O)c2ccccc21)c1ccco1,86,-0.1,89,92,115,85,78,0
Cc1onc(-c2ccccc2)c1-c1nnc(CN2CCN(S(=O)(=O)c3ccccc3F)CC2)o1,105,-0.1,101,97,98,106,106,2
O=S(=O)(c1cccc(F)c1)N1CCN(Cc2cc3c(cc2Br)OCCO3)CC1,96,-0.1,102,97,96,96,95,1
Cc1ccc(NC(=O)C2CCN(C(=O)[C@@H]3Cc4ccccc4CN3)CC2)cc1,98,0.4,87,99,103,101,99,1
CCOC(=O)c1cc(-c2ccccc2)sc1NC(=O)C(C)OC(=O)c1cccnc1Cl (stereo not drawn),103,0.0,98,100,109,106,97,0
O=C(N/N=C/c1ccncc1)c1ccc(NS(=O)(=O)c2cccs2)cc1,110,0.0,82,98,112,104,105,3
CC1CCCN(S(=O)(=O)c2ccc(S(=O)(=O)N3CCC4(CC3)OCCO4)cc2)C1 (stereo not drawn),u,1.9,100,110[may fluoresce violet],101[may fluoresce violet],61[may fluoresce violet],99[may fluoresce violet],-2
CC1CC(C)(C)NC(=S)N1CCC(=O)N1c2ccccc2CC1C (stereo not drawn),110,-0.1,104,100,98,100,96,-1
CCN(CC)C(=O)c1sc(N2C(=O)Nc3ccccc3N2O)c(C(=O)OC)c1C,104,0.0,93,104,105,104,97,3
CC(=O)c1ccccc1NC(=O)CCCNC(=O)c1ccc(Cl)cc1,95,0.1,87,104,99,96,93,9
O=C(Nc1ccc(F)cc1)c1ccccc1NS(=O)(=O)N1CCCC1,104,-0.2,98,95,99,103,94,0
C=CCn1c(C)cc(C(=O)CN2C(=O)c3ccccc3C2=O)c1C,98,-0.1,94,95,91,103,89,-1
CN(C(=O)C1CCC(CNS(=O)(=O)c2cccc3cccnc23)CC1)C1CCCCC1 (stereo not drawn),101,0.2,102,104,103,100,107,0
Cc1nnc(SCc2ccccc2CSc2nnc(C)s2)s1,94,-0.1,109,95,96,102,105,1
O=C(CC1C[C@H](C(=O)N2CCOCC2)[C@@]2(CCC3CCCC3)c3[nH]c4ccccc4c3CCN2C1=O)NCCC1=CCCCC1 (stereo partly drawn),98,0.5,83,90,93,92,90,1
Cc1cc(C)c(NC(=O)COC(=O)c2cccc3c2C(=O)c2ccccc2C3=O)c(C)c1,86,0.5,133,97,97,92,89,-5
O=P(OC1CCCCC1)(OC1CCCCC1)C(Nc1ccccc1)c1cccnc1 (stereo not drawn),97,0.1,106,93,94,104,101,0
CC(C)c1ccc(CNc2nnnn2C)cc1,101,-0.1,94,96,102,99,97,-1
O=c1oc(-c2cccc(Cl)c2)nc2c1cnn2-c1ccccc1,u,0.0,99,208*[may fluoresce violet],57[may fluoresce violet],23[may fluoresce violet],101[may fluoresce violet],3
COC(=O)CN1CCN(C(=O)c2ccco2)CC1,91,0.6,106,100,101,92,79,-9

# The list continues:
SMILES,CIT2-GFP yeast,Efflux pump inh,Yeast superoxide,MEP2-GFP yeast,RPL19A TOR yeast,AGP1-GFP MLPCN,LAP4-GFP MLPCN,AHR activator
CC(C)(C)n1ncc2c(=O)n(CC(=O)NCc3ccc(F)cc3)cnc21,100,0.0,94,97,97,101,112,3
COCCCNC(=O)C(=O)NCC(c1ccco1)N1CCN(c2ccc(OC)cc2)CC1 (stereo not drawn),96,-0.1,104,98,96,104,101,0
CCc1noc(N)c1C(=O)Nc1ccc(F)c(Cl)c1,109,0.0,95,130,78,34,101,80*
CCCNC(=O)CN(C1CCCCC1)S(C)(=O)=O,103,0.2,92,101,99,107,104,4
